BRCT PPI green – BRCA1 BRCT-phosphoprotein interaction inhibition; BRCA1 BRCT-phosphopeptide binding, green fluorescence polarization; Potency, µM (titrated, usually from 76.9 µM), inactives show at the highest dose activity change, negative = inhibition, actives largely listed as inhibitors; 75,000 compounds, 0.05% hits; AID 875;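 further: potency means the concentration at half of the fitted maximal effect; plate controls were peptide without protein for full effect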
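Fluorescence polarization: His-tagged BRCT (~35 kDa BRCA1 C-terminus, 250 nM) bound to 100 nM fluorescein-labeled phosphorylated 10-aa BACH1 peptide, pH 7.3 phosphate buffer with DTT and Tween 20. Compounds incubated 12 min at room temperature; inhibition read as lowered polarization.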
A350 autofl – compounds fluorescent in Alexa 350 spectral region | Compound autofluorescence, 340/450 nm, Alexa 350 dye-equivalents; active compounds read high | max dye-equivalent concentration, M | 59,000 compounds, 11% hits | AID 590; in the data active means max dye-equivalent concentration above about 10 nM; inconclusive means mostly about 1.1 nM to 9.6 nM
HBB splicing – modulators of hemoglobin beta chain splicing; HBB splicing reporter cell assay, activation; EGFP reporter with mutant IVS2-654 intron; response scale: normalised to 500 nM splice-correcting PNA; Potency, µM (doses to about 46.1 µM), without a hit: at the top dose activation, hits mostly activators; 65,000 compounds, 0.06% hits; further: potency means the concentration at half of the fitted maximal effect; 0% is about no effect
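HeLa cells stably expressing EGFP interrupted by mutant beta-globin intron 2 (IVS2-654), 500/well in 2% FCS. Treated with compound for 2 days at 37C. Splicing correction scored as total well GFP intensity (488 nm excitation, 500-520 nm emission); 500 nM antisense PNA served as control.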
Pol III holo inh – blocks replication by bacterial DNA polymerase III holoenzyme. AID 603. Potency, µM (titrated, usually from 57.1 µM), without a hit: at the top dose activity change, negative = inhibition. 71,000 compounds, 0.25% hits. reconstituted DNA polymerase III holoenzyme replication, biochemical; further: potency means the concentration at half of the fitted maximal effect; on the % scale 0 is the no-effect control and ±100 the full control effect
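Reconstituted *E. coli* holoenzyme (0.35 nM Pol III, 1 nM beta, 154 nM SSB, 2 nM primase) was preincubated with compound for 15 min at RT. Synthesis on 1.4 nM ssM13Gori ran 35 min, then was stopped with PicoGreen/EDTA and read as dsDNA fluorescence.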
Hsp90 Hop PPI – changes Hsp90-Hop TPR2A binding signal, up or down | AlphaScreen TPR2A-His6 binding biotin-Hsp90 C-terminal peptide | Potency, µM (highest dose often 57 µM), for inactives: at the highest dose activity change, negative = inhibition | 71,000 compounds, 0.44% hits | AID 595; active means well fitted curve in either direction with a large enough effect; inconclusive means small, poorly fitted or top-dose-only effect, or another doubt; further: potency means the concentration at half of the fitted maximal effect; on the % scale 0 is the no-effect control and ±100 the full control effect; many of its hits are not listed in these tables
BRCT PPI red – inhibitors of human BRCA1 BRCT-phosphoprotein interaction (red fluorophore) | P38398 | BRCT-phosphopeptide binding, red fluorescence polarization | Potency, µM (titrated, usually from 76.9 µM), for inactives: at the highest dose activity change, negative = inhibition, usual class: inhibitors | 75,000 compounds, 0.03% hits | AID 892; further: on the % scale 0 is the no-effect control and ±100 the full control effect
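Rhodamine-labelled pBACH1 10-mer (100 nM) bound to BRCT domain (100 nM) at pH 7.3; compounds incubated 12 min room temperature, polarization read. Free peptide defines full inhibition; unlabelled decapeptide titrated as control.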
4MU fluor – 4-MU region autofluorescence; compound autofluorescence, 340/450 nm, 4-MU equivalents; active compounds read high; max dye-equivalent concentration, M; 59,000 compounds, 11% hits; in the data active means max dye-equivalent concentration above about 10 nM; inconclusive means mostly about 1.1 nM to 9.6 nM
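Compounds in 100 mM Tris, pH 8.0, incubated 15 min at room temperature, then fluorescence read at 340 nm excitation/450 nm emission. Signal converted to 4-MU dye-equivalent concentration using an on-plate six-point 4-MU standard curve.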
Epigenetic mod – epigenetic modulators derepressing GFP locus in mouse cells. mouse C127i GFP locus derepression, cytometry, 30 h. Potency, µM (series often up to 46.1 µM), inactives show at the highest dose GFP derepression (activation). 68,000 compounds, 0.09% hits; further: % of control where 0% means no effect
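Locus derepression in mouse mammary C127i cells whose integrated CMV-GFP reporter is normally silent; GFP expression after 30 h compound treatment was quantified by counting fluorescent cells.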
CRE Fsk mod – CRE-bla signaling modulation under forskolin stimulation; AID 662; CHO CRE-bla reporter (cAMP response element driving beta-lactamase), forskolin EC10, beta-lactamase ratio; Potency, µM (highest dose often 38.2 µM), for the others: top-dose activity change, negative = inhibition, usual class: activators; 71,000 compounds, 2.5% hits; active means well fitted activation curve with a large enough effect in the signal ratio, with a control signal flat, not every such curve was filed as active; inconclusive means small, poorly fitted or top-dose-only effect, or effect the other way, or a change in a side signal; the % refers to the signal ratio; further: potency means the concentration at half of the fitted maximal effect; % of control where 0% means no effect
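Beta-lactamase reporter under a cAMP responsive element in CHO cells; compounds tested in titration series against EC10 NKH 477, 3 h at 37 °C. Read-out: CCF4 FRET ratio 460nm/530nm (excitation 405nm) giving %Activity, fitted to AC50.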
Ub-GFP proteasome – ubiquitin-GFP accumulation via proteasome inhibition; Potency, µM (titrated, usually from 45.9 µM), inactives show top-dose activation (GFP accumulation), actives largely listed as activators; Ubiquitin-GFP reporter cells, proteasome inhibition, GFP fluorescence; response scale: untreated = 0%, 10 µM MG-132 = 100%; 67,000 tested, under 10 active; active means well fitted activation curve with a large enough effect, not every such curve was filed as active; inconclusive means small, poorly fitted or top-dose-only effect, or another doubt; inactive means no such curve, though single readings can be large or run the other way; further: potency means the concentration at half of the fitted maximal effect
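GFP accumulation read-out: laser plate cytometry counting ubiquitin(G76V)-GFP-expressing U2OS cells after 4 hr compound exposure at 37 °C. Titrations spanned 46 uM to 2.9 nM; 0% = basal, 100% = 10 uM MG-132; concentration-response curves fitted.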
ALOX15 inhib – blocks human 15-lipoxygenase activity; P16050; purified 15hLO-1, xylenol orange hydroperoxide absorbance; Potency, µM (titrated, usually from 57.1 µM), inactives show at the highest dose activity change, negative = inhibition, actives largely listed as inhibitors; 74,000 compounds, 1.4% hits; further: potency means the concentration at half of the fitted maximal effect; on the % scale 0 is the no-effect control and ±100 the full control effect; nearly all actives have a fitted effect of over 55% in size
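Purified human 15hLO-1 (40 nM) in 25 mM Hepes pH 7.5, 0.01% Triton X-100, preincubated 15 min RT with compound, then 50 uM arachidonic acid for 6 min. Hydroperoxide read by ferrous/xylenol orange, 30 min; 573/405 nm absorbance ratio gave progress.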
An asterisk follows results filed as active; i = inactive; u = inconclusive; x = not tested or not shown; [ ] = another dose, or the depositor's remark. Unless noted, the call rests on the fitted dose curve; in most records, active means well fitted curve in the direction sought with a large enough effect; inconclusive means small, poorly fitted or top-dose-only effect, or another doubt; inactive means no such curve, though single readings can be large; an effect the other way counts as inactive or inconclusive.

SMILES | BRCT PPI green | A350 autofl | HBB splicing | Pol III holo inh | Hsp90 Hop PPI | BRCT PPI red | 4MU fluor | Epigenetic mod | CRE Fsk mod | Ub-GFP proteasome | ALOX15 inhib
O=C(Nc1ccc(OC(=O)c2cccs2)cc1)c1ccco1 | 3.3% | i | x | -4% | -1% | -0.5% | i | 1% | -2% | 1% | u
COc1ccc(NC(=O)CSc2nc3c(c(=O)n2-c2ccccc2)SCC3)c(OC)c1 | 0.0% | i | -1.0% | 3% | -4% | 0.3% | i | 6% | u | 6% | -3%
CCOC(=O)C1C(=O)CC(C)(O)C(C(=O)OCC)C1c1ccccc1OC (configuration not stated) | -1.2% | i | 0.5% | 2% | -2% | 0.3% | i | -2% | 1% | 5% | 11%
CSc1ccccc1NC(=O)c1cccs1 | -0.8% | i | x | -5% | 3% | 1.2% | i | 1% | 1% | 0% | 5%
Cc1cc(NC(=O)CSc2nnc(-c3ccoc3C)n2N)no1 | -3.5% | i | 0.6% | -13% | -2% | -0.5% | i | 1% | u | 0% | 9%
COc1ccc2oc(C(=O)c3ccccc3)c(NC(=O)CN3CCN(C)CC3)c2c1 | -0.4% | i | 3.4%[1.84 µM] | -7% | -5% | 1.0% | i | 0% | u | 24% | -4%
COc1ccccc1CN1CC2(CCN(C(=O)c3ccncc3)CC2)C1 | 0.6% | i | 2.2% | -8% | -9% | -0.1% | i | -2%[9.22 µM] | 2% | -13% | 12%
O=C(CN1C2=NCCN2c2ccccc21)c1ccc(Br)cc1 | -1.7% | i | x | -5% | 1% | -1.0% | i | 1% | -6% | 1% | 7%
COc1ccc(NC(=O)C(C)NS(=O)(=O)c2ccccc2)cc1Cl (configuration not stated) | -1.2% | i | 0.3% | -3% | -4% | -1.0% | i | 0% | -9% | 4% | -5%
CCCN1C(=O)C(O)(CC(=O)c2cccc(OC)c2)c2ccccc21 (configuration not stated) | -0.6% | i | 0.4% | 0% | -2% | 0.6% | i | -3% | 1% | -2% | 0%
CC(=O)c1cccc(NC(=O)Cc2cccs2)c1 | 2.2% | x | -4.7%[0.0738 µM] | 10%[11.4 µM] | -6%[11 µM] | -2.8% | x | -4% | u | -12%[9.17 µM] | u
Cc1ccc(OCCCn2c(CO)nc3ccccc32)cc1 | -2.3% | i | -0.9% | -7% | -5% | 0.6% | i | 0% | -15% | -4% | 18%
COc1ccccc1-c1ccc(=O)n(CC(=O)NCc2ccc3c(c2)OCO3)n1 | 0.8% | i | x | 1% | -1% | 0.2% | i | -1% | -3% | 2% | -3%
C[C@@H]1C(=O)O[C@H]2[C@@H](O)[C@@]34[C@H]5C[C@H](C(C)(C)C)[C@@]36[C@H](OC(=O)[C@@H]6O)O[C@@]4(C(=O)O5)[C@@]12O | x | i | x | -6% | u | x | i | 0%[9.22 µM] | u | 4% | x
N#C/C(C(=O)c1ccccc1)=C1/CCCCCN1 | -1.7% | 2.8e-08M* | 5.1%[0.369 µM] | -3% | 5% | -0.5% | 2.4e-08M* | 2% | -1% | -7% | 2%
CCC(C)OC(=O)C1=C(C)NC(=O)NC1c1ccc(F)cc1 (configuration not stated) | 0.5% | x | 0.7%[9.22 µM] | -5% | -6% | 0.4% | x | 2% | u | 14% | 0%
Cc1ccc(N2C(=O)Nc3ccc(Br)cc3C2(O)C(=O)NCCCN(C)C)cc1C (configuration not stated) | -1.4% | i | 1.1% | -1% | -1% | 0.8% | i | 4% | -4% | -4% | 2%
CCc1cc2c(N3CCCCC3)ncnc2s1 | -1.1% | u | -1.1% | -5% | 3% | -1.0% | i | -1% | u | -5% | -18%
COc1ccc(C(=O)N2CCN=C2c2ccccc2)cc1OC | 2.5% | x | 5.2% | -2% | 1% | 1.0% | x | 8% | 21% | -3% | 13%
CS(=O)(=O)N1CCC2(CCCN(c3cccc(-c4ccccc4)c3)C2)CC1 | 4.7% | i | 1.9% | -10% | -12% | 0.0% | i | 9%[9.22 µM] | 1% | 0% | -7%
Cc1cc(C)n(-c2ccc(C(=O)Nc3ccc4c(c3)OCCO4)cc2)n1 | -1.5% | i | -2.8% | -10% | -3% | 1.5% | i | -2% | 6% | 2% | 0%
Cc1sc2ncnc(N3CCCCC3C)c2c1C (configuration not stated) | -0.7% | i | 1.5% | -1% | 4% | 0.6% | i | -3% | 13% | -3% | -5%
O=C(NCc1cccs1)[C@@H]1CSC2c3ccccc3C(=O)N21 (some centres not stated) | -0.6% | i | 0.1% | -9% | -5% | -0.2% | i | -1% | u | 7% | 0%
CC(=O)NC1(c2nnnn2CCOC(=O)Nc2ccc(Cl)cc2)CCCCC1 | -3.6% | i | -1.6% | -3% | -2% | -0.3% | i | 0% | -5% | 0% | 8%
CCCCn1c(SCc2c(C)noc2C)nc2cc(S(N)(=O)=O)ccc21 | 1.7% | i | -5.3% | -2% | -3% | -0.7% | i | -1% | -6% | -3% | -3%

The last 2 entries of the part above lead into the next:
SMILES | BRCT PPI green | A350 autofl | HBB splicing | Pol III holo inh | Hsp90 Hop PPI | BRCT PPI red | 4MU fluor | Epigenetic mod | CRE Fsk mod | Ub-GFP proteasome | ALOX15 inhib
CC(=O)NC1(c2nnnn2CCOC(=O)Nc2ccc(Cl)cc2)CCCCC1 | -3.6% | i | -1.6% | -3% | -2% | -0.3% | i | 0% | -5% | 0% | 8%
CCCCn1c(SCc2c(C)noc2C)nc2cc(S(N)(=O)=O)ccc21 | 1.7% | i | -5.3% | -2% | -3% | -0.7% | i | -1% | -6% | -3% | -3%
CCCc1nc(S(=O)(=O)Cc2ccc(Cl)cc2Cl)n[nH]1 | -1.0% | i | -1.6% | -10% | -2% | -1.5% | i | 10% | u | -10% | 14%
COc1ccc(-n2c(Cn3nnc4ccccc43)nnc2SCC(=O)O)cc1 | -2.1% | i | x | -2% | -1% | -4.2% | i | -2% | -4% | -7% | 9%
CCc1nnc(NC(=O)CSc2nc3c(cc2C#N)CCCC3)s1 | -2.9% | u | 0.4% | -5% | 1% | 0.9% | u | 2% | u | 7% | 10%
COc1ccc(N(C(=O)c2cccc(OC)c2OC)C2C=CS(=O)(=O)C2)c(OC)c1 (configuration not stated) | -1.3% | i | -0.1% | 8% | -2% | -0.6% | i | 0% | 5% | 0% | -2%
CN[C@@H]1[C@H](O[C@@H]2O[C@H](CO)[C@@H](N)[C@H](O)[C@@H]2O)O[C@H]2C[C@@H](N)[C@@H](O[C@H]3[C@@H](O)[C@H](O)[C@H](N)C[C@@H]3N)O[C@H]2[C@H]1O | -1.8%[34.4 µM] | i | 0.2%[20.6 µM] | 9%[25.6 µM] | -3%[26 µM] | -0.2%[34.4 µM] | i | 2%[20.6 µM] | 0%[17.1 µM] | 5%[20.5 µM] | 22%[25.6 µM]
O=C(Cc1ccc(F)cc1)Nc1c2c(nn1-c1cccc(Cl)c1)CS(=O)C2 (configuration not stated) | -4.5% | i | 1.0% | -2% | -2% | 0.3% | i | 2% | -4% | 6% | 12%
Fc1ccccc1N1CCN(Cc2nc(-c3ccc(Cl)cc3Cl)no2)CC1 | -1.6% | i | 0.1% | 8% | u | 0.9% | i | -2% | -20% | -5% | -16%
C=CCn1c(O)c(C(CC)=Nc2ccccc2NC(=O)CC)c(=O)[nH]c1=O | -0.6% | u | 4.7%[57.5 µM] | 5% | -2% | -0.6% | i | -3% | -2% | 2% | 1%
COc1ccc(CN2C(=O)CN=C2Nc2cc(C)ccc2C)cc1 | 1.1% | i | x | -5% | -1% | -0.1% | i | -4% | 15% | 5% | -10%
CCOC(=O)CC(=O)Nc1ccc(Br)cc1C(=O)O | 0.4% | x | 0.2% | -4% | 1% | 0.8% | x | -2% | -1% | 3% | 10%
Cc1oc2c(CN(C)C)c(O)ccc2c(=O)c1-c1cscn1 | 0.1% | 5e-07M* | -0.5% | -3% | -2% | 1.4% | 3.7e-07M* | 0% | u | -2% | -1%
Cc1cc(C(=O)Nc2nnc(C(F)(F)F)s2)no1 | -2.3% | i | 0.0% | -5% | -2% | -3.6% | i | 3% | -2% | -1% | -17%

Looked up above.
CCCc1nc(S(=O)(=O)Cc2ccc(Cl)cc2Cl)n[nH]1 @ Epigenetic mod = 10%
COc1ccc(CN2C(=O)CN=C2Nc2cc(C)ccc2C)cc1 @ Ub-GFP proteasome = 5%

Assay outcomes from PubChem BioAssay.
